EPAC2 ag – activates human EPAC2 exchange factor. EPAC2 activation, biochemical qHTS; response scale: 100% = 6.5 mM cAMP response. 360,000 tested, 0.079% active. Q8WZA2. Potency, µM (highest dose often 154 µM), without a hit: top-dose activation, most hits filed as activators; further: potency means the concentration at half of the fitted maximal effect; nearly all actives have a fitted effect of over 50% in size
Target sequence (Q8WZA2 whole entry, looked up): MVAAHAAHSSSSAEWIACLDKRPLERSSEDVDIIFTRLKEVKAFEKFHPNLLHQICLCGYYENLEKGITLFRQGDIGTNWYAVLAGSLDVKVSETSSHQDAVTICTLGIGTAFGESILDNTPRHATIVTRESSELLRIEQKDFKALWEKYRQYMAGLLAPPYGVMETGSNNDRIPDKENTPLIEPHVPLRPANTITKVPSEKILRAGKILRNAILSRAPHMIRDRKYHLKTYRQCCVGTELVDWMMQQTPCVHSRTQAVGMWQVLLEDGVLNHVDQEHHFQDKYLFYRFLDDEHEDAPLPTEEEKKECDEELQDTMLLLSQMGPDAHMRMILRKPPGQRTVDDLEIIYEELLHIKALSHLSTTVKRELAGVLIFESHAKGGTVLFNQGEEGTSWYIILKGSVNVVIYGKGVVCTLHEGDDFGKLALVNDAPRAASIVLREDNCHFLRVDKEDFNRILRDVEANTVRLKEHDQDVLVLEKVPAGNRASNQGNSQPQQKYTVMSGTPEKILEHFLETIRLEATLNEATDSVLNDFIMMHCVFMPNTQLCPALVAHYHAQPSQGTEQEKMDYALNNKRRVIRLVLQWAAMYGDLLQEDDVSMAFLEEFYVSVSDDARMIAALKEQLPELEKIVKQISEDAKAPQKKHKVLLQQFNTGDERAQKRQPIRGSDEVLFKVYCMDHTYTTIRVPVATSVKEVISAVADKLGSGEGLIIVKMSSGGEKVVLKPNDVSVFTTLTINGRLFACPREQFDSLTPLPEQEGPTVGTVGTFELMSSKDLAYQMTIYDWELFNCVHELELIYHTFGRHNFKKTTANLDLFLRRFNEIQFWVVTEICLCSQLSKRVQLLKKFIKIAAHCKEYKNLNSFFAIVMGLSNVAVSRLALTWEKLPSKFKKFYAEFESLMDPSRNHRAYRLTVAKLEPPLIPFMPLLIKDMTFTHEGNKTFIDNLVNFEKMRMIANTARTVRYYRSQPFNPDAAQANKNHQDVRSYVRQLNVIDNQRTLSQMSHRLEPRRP
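Each well held 100 nM EPAC2, 250 nM RAP1B-BODIPY-GDP and 50 uM GDP. Fluorescence, read at 5-min intervals to 30 min, was referenced to a 6.5 mM cAMP positive control.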
Nrf2 ARE act – Nrf2 pathway activation | 410,000 tested, 0.31% active | AID 624171 | AREc32 ARE-luciferase reporter (MCF7-derived line), luminescence, 24 h | Potency, µM (series often up to 46.1 µM), inactives show top-dose activation, actives largely listed as activators; further: potency means the concentration at half of the fitted maximal effect; % of control where 0% means no effect; nearly all actives have a fitted effect of over 65% in size
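For detection, Steady-Glo was added and plates sat 30 min at RT; before that, AREc32_Fluc cells grown overnight in OPTI-MEM/5% FBS had been treated with 23 nL compound for 24 hr at 37 deg C.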
Nrf2 inh – blocks Nrf2 signaling; A549 ARE-Fluc reporter, luciferase luminescence, 18-24 h; Potency, µM (titrated, usually from 46 µM), without a hit: at the highest dose activity change, negative = inhibition, most hits filed as inhibitors; 360,000 tested, 2.1% active; further: potency means the concentration at half of the fitted maximal effect; on the % scale 0 is the no-effect control and ±100 the full control effect; nearly all actives have a fitted effect of over 60% in size
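Two sequential reads on A549 ARE_Fluc cells exposed to compound for 18-24 h: a CellTiter-Fluor fluorescence read for viability, then a luciferase luminescence read for Nrf2/ARE activity.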
A549 viability – A549 cytotoxicity, counter-screen for Nrf2 inhibitors | Potency, µM (highest dose often 46 µM), for inactives: at the highest dose activity change, negative = cytotoxicity, usual class: inhibitors | 390,000 tested, 0.16% active | A549 ARE-Fluc cells, CellTiter-Fluor viability, 18-24 h; further: potency means the concentration at half of the fitted maximal effect; on the % scale 0 is the no-effect control and ±100 the full control effect
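A549 ARE-Fluc cells in 5% FBS OPTI-MEM, 5000 cells/well, rested 2 h then exposed to compounds in concentration-response for 18-24 h at 37 °C. Viability by CellTiter-Fluor fluorescence (Ex 405/Em 525) after 30 min; luciferase luminescence (BugLite, 15 min, RT) read afterwards.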
IL2 activator – activators of IL-2; 360,000 tested, 0.065% active; AID 652025; IL-2 activation reporter assay, cell-based qHTS; stimulated with anti-CD3/CD4/CD28 beads; in transgenic mouse T cells; activation, % (series mostly up to about 46 µM); in the data active means activation above about 50%; inconclusive means mostly about 30% to 49%; further: 0% is about no effect
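Readout is EGFP and DsRed signal by fluorescent plate cytometry after 18 h at 37 degrees C. Transgenic mouse T cells (750/well) received compound for 60 min before bead stimulation (anti-CD3, anti-CD4, anti-CD28); memory T cells served as non-tolerant control.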
ATXN2 expr inh – ATXN2 expression inhibition. HEK-293 ATXN2-luciferase reporter, luminescence, 24 h. Potency, µM (top dose mostly 57 µM), for the others: top-dose activity change, negative = inhibition, hits mostly inhibitors. 360,000 tested, 0.72% active. AID 1745845; further: potency means the concentration at half of the fitted maximal effect; on the % scale 0 is the no-effect control and ±100 the full control effect; nearly all actives have a fitted effect of over 55% in size
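ATXN2-luciferase reporter cells (luciferase flanked by upstream and downstream ATXN2 gene portions) were treated 24 h at 37 °C with compounds at up to 57 uM. SteadyGlo luminescence gave expression; GF-AFC fluorescence gave viability.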
HepG2 tox – kills HepG2 cells in TGF-b inhibitor counter-screen; 410,000 tested, 0.76% active; HepG2 CAGA-GFP viability, ATP luminescence, 18 h; AID 588856; Potency, µM (doses to about 46.1 µM), for the others: at the highest dose activity change, negative = cytotoxicity, actives largely listed as cytotoxic; further: potency means the concentration at half of the fitted maximal effect; some results filed as inactive show a strong effect at the top dose
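HepG2 CAGA-GFP cells (1000/well, DMEM with 1% FBS) received compound, then TGF-beta at 500 pg/mL final, and were incubated 18 hours at 37 degrees C. Viability was read by CellTiter-Glo luminescence. Media-only wells were set as complete cell-killing and DMSO as no toxicity.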
TGFb inhibitor – blocks TGF-b signaling | HepG2 CAGA-GFP TGF-b/SMAD3 reporter, GFP fluorescence, 18 h; TGF-beta stimulated, 500 pg/mL final | Potency, µM (titrated, usually from 46.1 µM), for inactives: at the top dose activity, negative = inhibition, usual class: inhibitors | 410,000 tested, 1.2% active; further: potency means the concentration at half of the fitted maximal effect; on the % scale 0 is the no-effect control and ±100 the full control effect; nearly all actives have a fitted effect of over 65% in size
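Using HEPG2 CAGA-GFP reporter cells at 1000 cells/well, we pinned test compounds, stimulated with recombinant TGF-beta (500 pg/mL final) and measured total well GFP after 18 h.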
ATXN viability – viability counter-screen for ATXN expression inhibitors; S2 cells (HEK-293 line with an ATXN2-luciferase reporter) viability, CellTiter-Fluor protease fluorescence, 24 h; Potency, µM (series often up to 56.7 µM), most hits filed as cytotoxic; 400,000 tested, 0.49% active; AID 651635; further: potency means the concentration at half of the fitted maximal effect; nearly all actives have a fitted effect of over 40% in size
The depositor's hits bear a star; i = inactive; ? = inconclusive; nt = not tested or not shown; [ ] = remark or other dose. Unless noted, the call rests on the fitted dose curve; in most records, active means well fitted curve in the direction sought with a large enough effect; inconclusive means small, poorly fitted or top-dose-only effect, or another doubt; inactive means no such curve, though single readings can be large; an effect the other way counts as inactive or inconclusive. Outcome played no part in choosing rows; overall some 4.3% were active at least once.

no.	structure	EPAC2 ag	Nrf2 ARE act	Nrf2 inh	A549 viability	IL2 activator
1	CC(=O)Nc1ccc2nc(SCCOc3ccccc3Cl)sc2c1	nt	-1.1%	?	1%	nt
2	Cc1ccc(S(=O)(=O)C2(C(=O)Nc3cccc(F)c3)CC2)cc1	12%	-0.3%	-15%	0%	0.7
3	COc1cc(C2C(C#N)=C(N)N(Nc3ccccc3)C3=C2C(=O)CC(C)(C)C3)ccc1OCc1cccc(F)c1 (centres undefined)	11%	1.9%	?	?	-0.7
4	COc1ccc(N2CCN(C(=O)CSc3nnc4n3C(C)(C)Cc3ccccc3-4)CC2)cc1	-3%	-0.2%	?	-7%	-1.9
5	CCN(CC)S(=O)(=O)c1cccc(C(=O)Nc2cccc(C)c2)c1	6%	3.6%	?	-3%	-0.4
6	CCC(C)N(C(=O)COC(=O)CSc1ccc([N+](=O)[O-])cc1)C1CCS(=O)(=O)C1 (centres undefined)	3%	-0.8%	0%	2%	2.1
7	COC(=O)c1cc(C(=O)OCC(=O)NCc2ccc3c(c2)OCO3)cc([N+](=O)[O-])c1	1%	2.6%	-12%	-1%	-1.9
8	CCCCC1N2CC3([N+](=O)[O-])CN1CC([N+](=O)[O-])(C2)C3(C)C (centres undefined)	5%	0.3%	5%	7%	-2.5

no.	ATXN2 expr inh	HepG2 tox	TGFb inhibitor	ATXN viability
1	-32%	-57%	?	i
2	1%	-2%	2%	i
3	-4%	1%	?	i
4	-10%	-13%	-27%	i
5	21%	-7%	1%	i
6	-10%	0%	-7%	i
7	-1%	-2%	-19%	i
8	-5%	16%	2%	i

Continued.
no.	structure	EPAC2 ag	Nrf2 ARE act	Nrf2 inh	A549 viability	IL2 activator
9	CCN1C[C@@H]2[C@@H]3C(=O)N(Cc4ccccc4)C(=O)[C@@H]3[C@](Cc3ccccc3)(C(=O)OC)N2C1=NC	6%	-1.0%	4%	6%	0.1
10	CC1(C(=O)NS(=O)(=O)c2ccccc2Cl)CCN1C(=O)C/C=C/c1ccccc1 (centres undefined)	12%	-1.3%	nt	nt	3.2
11	O=C(Nc1cc(S(=O)(=O)N2CCCCC2)ccc1N1CCOCC1)c1ccc(F)cc1	9%	0.7%	-12%	-3%	-3.8
12	O=C(Oc1cccc2cccnc12)c1ccco1	-19%	?	-3%	-6%	-1.0
13	CC(=O)C1=C(C)NC(=O)NC1c1ccccc1OCC(=O)NCCc1ccccc1 (centres undefined)	7%	0.1%	-3%	1%	-3.8
14	O=C(Oc1ccccc1F)c1ccc2c(=O)n3c(nc2c1)CCC3	4%	-0.4%	-14%	5%	0.5
15	Cc1cc(C)cc(NC(=O)CCN2C(=O)c3ccccc3C2=O)c1	12%	-0.1%	24%	8%	0.6
16	CCOC(=O)c1ccccc1NC(=O)COC(=O)C1CCN(S(=O)(=O)c2ccccc2C(=O)OC)CC1	14%	-0.3%	2%	-6%	-5.4

no.	ATXN2 expr inh	HepG2 tox	TGFb inhibitor	ATXN viability
9	-3%	4%	1%	i
10	-1%	1%	-12%	i
11	4%	-20%	0%	i
12	-7%	-53%	13µM*	i
13	-2%	44%	-5%	i
14	-20%	0%	-2%	i
15	4%	-20%	5%	i
16	-1%	-12%	0%	i

(continued)
no.	structure	EPAC2 ag	Nrf2 ARE act	Nrf2 inh	A549 viability	IL2 activator
17	COc1ccc2nc(NCCO)[nH]c2c1	-7%	0.2%	nt	7%	-1.8
18	CN(CCC1CCOCC1)C(=O)CC1C(=O)NCCN1Cc1ccccc1F (centres undefined)	-1%	0.1%	6%	-2%	-3.0
19	CN1CCc2c1nc1ccccc1c2NC(=O)CN1CCCC1	4%	0.1%	3%	0%	-2.9
20	S=c1[nH]nc(-c2cccs2)n1C1CCCCC1	3%	0.1%	2%	3%	-0.9
21	Cc1ccc(C(=O)N2CCN(c3ccc([N+](=O)[O-])c(N4CCOCC4)c3)CC2)cc1	-1%	-0.2%	-14%	?	-2.2
22	COc1ccc(C(=O)C=Cc2ccc(OCc3ccccc3)c(OC)c2)cc1OC	9%	?	nt	nt	-3.5
23	Cc1ccc(NC(=O)C2CCCC2)cc1Cl	3%	1.5%	-15%	0%	-0.8
24	CC1CCN(c2ccc([N+](=O)[O-])cn2)CC1	6%	0.2%	17%	-1%	-5.1

no.	ATXN2 expr inh	HepG2 tox	TGFb inhibitor	ATXN viability
17	2%	5%	6%	i
18	0%	7%	1%	i
19	-14%	-2%	10%	i
20	-4%	16%	7%	i
21	-2%	-13%	-21%	i
22	nt	-1%	15%	i
23	9%	1%	-5%	i
24	13%	-27%	-13%	i

Following part:
no.	structure	EPAC2 ag	Nrf2 ARE act	Nrf2 inh	A549 viability	IL2 activator
25	Cn1c(SCC(=O)Nc2cc(Cl)cc(Cl)c2)nnc1-c1ccc2nonc2c1	7%	0.4%	?	-15%	-5.9
26	CSCC[C@H](NC(=O)OC(C)(C)C)c1nnc(SCc2cccc(F)c2)o1	0%	0.1%	nt	-2%	-1.3
27	Cc1ccc(/C=C/C(=O)Nc2ccc(Cl)cc2Cl)cc1	nt	0.7%	nt	-4%	nt
28	CC(=O)c1ccc(NC(=O)CN(C)S(=O)(=O)c2cc3c(cc2C)NC(=O)CO3)cc1	nt	-0.3%	nt	3%	nt
29	CCOC(=O)N1CCN(C(=O)COc2ccc3ccccc3c2Br)CC1	6%	0.8%	?	-1%	-1.7
30	CCOC(=O)CC1(C)c2nc(NC(C)=O)sc2Cc2sc(NC(C)=O)nc21	-1%	1.9%	nt	nt	-0.4
31	CC(C)(C)c1ccc(C(=O)Nc2ccc3c(c2)C(=O)NC3=O)cc1	2%	-2.0%	-22%	1%	0.4
32	O=C(Nc1ccccc1-c1nnn(CC(=O)N2CCCc3ccccc32)n1)c1ccco1	17%	0.0%	?	-9%	-2.9

no.	ATXN2 expr inh	HepG2 tox	TGFb inhibitor	ATXN viability
25	32µM*	-59%	?	?
26	-6%	24%	?	?
27	15%	-22%	-9%	?
28	4%	-12%	9%	?
29	-27%	-17%	-9%	i
30	40%[activator]	5%	-7%	nt
31	3%	-2%	?	i
32	-6%	-11%	3%	i

Next part:
no.	structure	EPAC2 ag	Nrf2 ARE act	Nrf2 inh	A549 viability	IL2 activator
33	O=C(Cn1c(-c2ccccc2Cl)nc2ccccc21)Nc1cccc(Cl)c1	1%	-0.1%	5%	-5%	-3.8
34	CCOc1ccc(NC(=O)CCCn2nc(C)c3c(C)n(-c4ccccc4)nc3c2=O)cc1	-3%	0.2%	13%	-4%	-0.7
35	COc1ccc(CCNC(=O)C(=O)NCC(c2cccs2)S(=O)(=O)c2ccc(F)cc2)cc1 (centres undefined)	nt	4.4%	nt	-3%	nt
36	O=C(Cn1c2c(c(-c3ccccc3Cl)cc1=O)CCC2)NCCCN1CCOCC1	0%	-0.1%	1%	-3%	6.2
37	COC(=O)c1cccc(CN2C(=O)SC(Nc3ccc(Br)cc3)C2=O)c1 (centres undefined)	nt	4.4%	3%	-3%	nt
38	Cc1ccc(C2=Nc3ccccc3N(CC(=O)Nc3ccccc3C)C(=O)C2)cc1C	nt	4.4%	?	-13%	nt
39	Cc1ccccc1NC(=S)NCc1ccc2c(c1)cc(C)n2C	14%	-0.3%	3%	7%	-4.3
40	CC1CCCC(NC(=O)CCN2C(=O)COc3ccccc32)C1C (centres undefined)	2%	-1.1%	nt	nt	1.1

no.	ATXN2 expr inh	HepG2 tox	TGFb inhibitor	ATXN viability
33	-15%	-7%	-6%	i
34	5%	0%	-2%	i
35	?	-7%	-23%	?
36	-4%	1%	-19%	?
37	-25%	-38%	?	?
38	42%[activator]	-19%	-2%	i
39	?	-53%	11µM*	?
40	nt	-20%	-19%	i

Continuation.
no.	structure	EPAC2 ag	Nrf2 ARE act	Nrf2 inh	A549 viability	IL2 activator
41	Cc1ccc(NC(=O)c2ccc(OC(F)(F)F)cc2)cc1S(=O)(=O)N(C)C	8%	3.5%	12µM*	-6%	0.2
42	O=C(Cc1sc(-c2ccccc2)nc1-c1ccccc1)Nc1ccc(Cl)cc1	7%	0.3%	-21%	-14%	-0.4
43	Cc1ccc(C(=O)N2NC(c3ccccc3F)C3C(=O)N(c4cccc(C)c4)C(=O)C32)cc1 (centres undefined)	10%	-0.4%	8%	?	-1.9
44	Cc1ccc(S(=O)(=O)NC(N)=NCCc2ccc(Cl)cc2)cc1	-2%	2.0%	-12%	1%	-0.2
45	COc1ccc(-n2c(SCC(=O)Nc3cccc(S(N)(=O)=O)c3)nc3ccccc3c2=O)cc1OC	5%	2.3%	-12%	-14%	1.0
46	COc1cccc(-c2ccc(NC(=O)C3CCCN(Cc4ccccn4)C3)cc2)c1 (centres undefined)	0%	7.2%	nt	nt	-2.2
47	COc1ccccc1/C=C1/SC(=S)N(C(C)C(=O)NC2C=CS(=O)(=O)C2)C1=O (centres undefined)	9%	?	-11%	10%	-0.3

no.	ATXN2 expr inh	HepG2 tox	TGFb inhibitor	ATXN viability
41	-26%	-33%	?	i
42	?	-28%	?	?
43	0%	-18%	5%	i
44	-6%	-2%	1%	i
45	-2%	0%	-4%	?
46	nt	-30%	1%	?
47	nt	-2%	12%	i

3 records drawn at random from the list so far:
no.	structure	EPAC2 ag	Nrf2 ARE act	Nrf2 inh	A549 viability	IL2 activator
41	Cc1ccc(NC(=O)c2ccc(OC(F)(F)F)cc2)cc1S(=O)(=O)N(C)C	8%	3.5%	12µM*	-6%	0.2
46	COc1cccc(-c2ccc(NC(=O)C3CCCN(Cc4ccccn4)C3)cc2)c1 (centres undefined)	0%	7.2%	nt	nt	-2.2
43	Cc1ccc(C(=O)N2NC(c3ccccc3F)C3C(=O)N(c4cccc(C)c4)C(=O)C32)cc1 (centres undefined)	10%	-0.4%	8%	?	-1.9

no.	ATXN2 expr inh	HepG2 tox	TGFb inhibitor	ATXN viability
41	-26%	-33%	?	i
46	nt	-30%	1%	?
43	0%	-18%	5%	i

Source: PubChem BioAssay
